Neddylation inh – cullin neddylation inhibition | P61081+Q13564 | TR-FRET cullin neddylation, biochemical | calls only at 25 µM | 0.58% of 360,000 active; in the data active = inhibition above about 36%
FAS-TE inh – blocks the thioesterase domain of human fatty acid synthase; recombinant FAS-TE, OMFH fluorogenic substrate, fluorescence endpoint; inhibition, % at 15 µM; 0.67% of 360,000 active;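 active = compounds whose normalised, plate-corrected inhibition of enzyme fluorescence in the single-dose primary screen is 50% or more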;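 note: 0% = DMSO with enzyme and 100% = substrate without enzyme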
SKN-1 block – inhibitors of C. elegans SKN-1 | C. elegans VP596 Pgst-4::GFP/RFP ratio, acrylamide-induced, 24 h | inhibition, % at 21.8 µM | 0.49% of 360,000 active;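 active = interference check ratio from 0.5 to 1.5 plus GFP to RFP signal ratio inhibition reaching or exceeding a fixed threshold, cut at about 30% in these data, passing the limit was not always enough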; note: some compounds called inactive have numbers as strong as hits
MsrA inh – inhibitors of bovine MsrA; 0.75% of 360,000 active; purified bovine MsrA, absorbance read-out; inhibition, % at 15.5 µM; in the data active = inhibition above about 4.5%;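 note: 0% = vehicle wells with enzyme and 100% = reference inhibitor wells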
E coli Lon inh – inhibitors of E. coli Lon protease; P0A9M0; purified E. coli Lon protease, fluorescence polarization; AID 602123; inhibition, % at 7.94 µM; 0.42% of 360,000 active; in the data active = inhibition above about 13%, passing the limit was not always enough;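 note: 0% = enzyme with probe and DMSO and 100% = no enzyme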
bovine MsrA act – activates bovine MsrA enzyme; purified bovine MsrA, absorbance read-out; activation, % at 10.6 µM; 0.3% of 360,000 active; AID 602163; in the data active = activation above about 7.5%;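 note: 0% = vehicle and 100% = reference activator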
Rin1 Abl inh – human Rin1-Abl interaction inhibition; 0.4% of 360,000 active; TR-FRET Rin1/Abl binding, biochemical; inhibition, % at 7.35 µM; P00519+Q13671; in the data active = inhibition above about 5%, passing the limit was not always enough
Target sequence (P00519 whole entry, looked up): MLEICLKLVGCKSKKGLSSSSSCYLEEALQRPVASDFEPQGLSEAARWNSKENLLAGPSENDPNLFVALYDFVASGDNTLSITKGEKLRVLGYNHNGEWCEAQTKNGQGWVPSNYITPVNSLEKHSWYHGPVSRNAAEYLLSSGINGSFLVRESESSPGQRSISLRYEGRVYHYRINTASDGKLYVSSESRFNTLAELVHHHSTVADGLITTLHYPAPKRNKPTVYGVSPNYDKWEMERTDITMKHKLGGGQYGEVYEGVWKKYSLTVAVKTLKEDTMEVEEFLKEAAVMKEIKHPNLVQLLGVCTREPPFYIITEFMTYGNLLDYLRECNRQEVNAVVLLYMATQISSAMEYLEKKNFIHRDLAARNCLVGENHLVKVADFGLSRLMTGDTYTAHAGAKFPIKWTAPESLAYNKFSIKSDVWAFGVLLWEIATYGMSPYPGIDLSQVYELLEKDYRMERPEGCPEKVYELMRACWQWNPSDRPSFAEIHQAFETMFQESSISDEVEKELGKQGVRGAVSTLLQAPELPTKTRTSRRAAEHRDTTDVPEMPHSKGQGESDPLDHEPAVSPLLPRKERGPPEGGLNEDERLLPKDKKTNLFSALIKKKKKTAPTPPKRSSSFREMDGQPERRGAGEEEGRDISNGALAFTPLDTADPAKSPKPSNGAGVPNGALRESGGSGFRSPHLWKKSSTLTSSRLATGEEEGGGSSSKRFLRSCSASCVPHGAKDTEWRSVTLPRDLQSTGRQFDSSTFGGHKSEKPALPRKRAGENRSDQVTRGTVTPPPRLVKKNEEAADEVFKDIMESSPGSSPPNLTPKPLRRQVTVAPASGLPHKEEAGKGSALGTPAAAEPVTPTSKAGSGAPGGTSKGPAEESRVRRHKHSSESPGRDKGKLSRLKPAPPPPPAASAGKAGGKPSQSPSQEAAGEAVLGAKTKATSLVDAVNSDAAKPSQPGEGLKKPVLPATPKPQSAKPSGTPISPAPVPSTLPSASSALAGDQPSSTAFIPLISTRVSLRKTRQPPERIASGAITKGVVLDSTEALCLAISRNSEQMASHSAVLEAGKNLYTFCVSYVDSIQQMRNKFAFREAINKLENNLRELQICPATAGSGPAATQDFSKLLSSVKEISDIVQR
Target sequence (Q13671 whole entry, looked up): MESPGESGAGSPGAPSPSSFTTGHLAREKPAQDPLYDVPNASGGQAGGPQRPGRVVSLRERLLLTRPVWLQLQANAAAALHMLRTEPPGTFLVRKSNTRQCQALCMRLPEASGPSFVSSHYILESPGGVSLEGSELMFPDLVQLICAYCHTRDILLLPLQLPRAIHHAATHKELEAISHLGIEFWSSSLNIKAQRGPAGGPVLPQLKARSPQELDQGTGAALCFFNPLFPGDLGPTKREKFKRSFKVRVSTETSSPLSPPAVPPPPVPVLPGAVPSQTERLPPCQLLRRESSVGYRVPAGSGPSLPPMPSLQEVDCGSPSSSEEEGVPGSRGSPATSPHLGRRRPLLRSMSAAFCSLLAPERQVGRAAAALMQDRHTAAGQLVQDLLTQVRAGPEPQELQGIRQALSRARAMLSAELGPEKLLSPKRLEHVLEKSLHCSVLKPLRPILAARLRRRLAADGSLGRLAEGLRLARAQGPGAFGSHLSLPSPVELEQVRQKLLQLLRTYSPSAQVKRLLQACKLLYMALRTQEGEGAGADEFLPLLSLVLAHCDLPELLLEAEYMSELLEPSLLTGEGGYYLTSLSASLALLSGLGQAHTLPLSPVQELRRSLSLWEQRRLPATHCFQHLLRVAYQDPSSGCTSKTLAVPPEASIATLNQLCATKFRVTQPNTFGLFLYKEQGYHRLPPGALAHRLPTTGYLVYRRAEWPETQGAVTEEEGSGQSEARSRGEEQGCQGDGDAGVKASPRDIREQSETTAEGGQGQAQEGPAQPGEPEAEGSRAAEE
MT1-MMP act inh – blocks activation of human MT1-MMP. P50281. HT1080 RFP-PRO-GFP cells, GFP/RFP ratio fluorescence, overnight; percent of plate control window, DMSO zero. GFP/RFP ratio change, % at 20 µM. 0.061% of 360,000 active. AID 651647;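 active = GFP/RFP ratio change of at least 30% with cell ATP level not reduced by more than half and red fluorescence within 50% of control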; note: strong numbers were not always called active
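Assay system: HT1080 RFP-PRO-GFP cells | Dosing: 20 µM single dose, 1% DMSO | Incubation: Cells overnight before dosing, compound overnight, 37 °C, 5% CO2 | Evaluation: GFP/RFP fluorescence ratio | Control set: DMSO-only wells and HT1080 RFP-L50D-GFP cell wells as references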
CendR NRP1 mod – alters CendR peptide binding to human NRP-1; O14786; FAM-RPARPAR peptide binding to NRP-1, fluorescence polarization; inhibition, % at 25 µM; 0.85% of 360,000 active;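 active = inhibition or corrected inhibition above about 18%, plus a signal ratio from 0.5 to 1.5, limit read from the data, passing the limit was not always enough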; note: strong numbers were not always called active
* hit, by the source's call; i = inactive; nt = not tested or not shown. No enrichment for hits; any-hit rate near 4.2%.

Sample of the layout (four entries):
SMILES | Neddylation inh | FAS-TE inh | SKN-1 block | MsrA inh | E coli Lon inh | bovine MsrA act | Rin1 Abl inh | MT1-MMP act inh | CendR NRP1 mod
COc1ccc(C)cc1NC(=O)CN1CCN(S(=O)(=O)c2ccc3ccccc3c2)CC1 | i | 39 | -3 | -0.4 | 0 | -1 | 4 | -2 | 7
COC1=NC2=NCCN2C(OC)=N1 | i | -2 | 6 | -0.9 | -6 | -2 | 2 | -2 | 10
Cc1ccc(CNCC(=O)Nc2ccc(C)cc2Br)cc1 | i | 6 | 8 | 1.7 | -2 | -1 | 3 | -4 | 4
CCOC(=O)c1cc2sccc2n1CC(=O)Nc1ccc(OC)cc1OC | i | 16 | -2 | 0.0 | -1 | -4 | -3 | -11 | -5

The listing, repeating the preview:
SMILES | Neddylation inh | FAS-TE inh | SKN-1 block | MsrA inh | E coli Lon inh | bovine MsrA act | Rin1 Abl inh | MT1-MMP act inh | CendR NRP1 mod
COc1ccc(C)cc1NC(=O)CN1CCN(S(=O)(=O)c2ccc3ccccc3c2)CC1 | i | 39 | -3 | -0.4 | 0 | -1 | 4 | -2 | 7
COC1=NC2=NCCN2C(OC)=N1 | i | -2 | 6 | -0.9 | -6 | -2 | 2 | -2 | 10
Cc1ccc(CNCC(=O)Nc2ccc(C)cc2Br)cc1 | i | 6 | 8 | 1.7 | -2 | -1 | 3 | -4 | 4
CCOC(=O)c1cc2sccc2n1CC(=O)Nc1ccc(OC)cc1OC | i | 16 | -2 | 0.0 | -1 | -4 | -3 | -11 | -5
CCOc1ccccc1NC(=O)CSc1ccccc1 | i | 6 | 18 | -0.4 | 1 | 2 | 3 | 1 | -12
CC(=O)CCc1oc2ccccc2c1-c1ccccc1 | i | 30 | 6 | -1.6 | 0 | -1 | 0 | -2 | 7
CCn1ncc([N+](=O)[O-])c1C(=O)Nc1c(C)nn(Cc2ccc(F)cc2)c1C | i | 1 | -1 | -1.1 | 6 | 2 | -6 | -2 | -5
Cc1oc(-c2ccccc2Cl)nc1CSCC(=O)NC1CC1 | i | -7 | 2 | 0.4 | -5 | -4 | 0 | -1 | 11
O=S(=O)(NNC(=S)NCC1CCCO1)c1cc(Cl)ccc1Cl (configuration not stated) | i | -11 | 0 | 0.2 | -2 | -2 | 1 | 0 | 10
CCc1ccc(OCC(=O)Nc2ccc3[nH]ncc3c2)cc1 | i | -11 | 3 | -0.5 | -10 | -3 | -1 | -1 | -9
COc1ccc(C(CC(=O)O)NC(=O)c2ccccc2)cc1OC (configuration not stated) | i | -11 | -1 | 0.4 | 6 | -13 | 0 | 0 | 2
CCCS(=O)(=O)N1CCN(c2cc3c(cc2[N+](=O)[O-])n(C)c(=O)n3C)CC1 | i | -4 | 8 | -0.4 | 2 | -2 | 0 | 7 | 14
CCc1cccc(NC(=O)C2CCN(S(=O)(=O)c3cccs3)CC2)c1 | i | 16 | 4 | -1.3 | 7 | 2 | 0 | 1 | 0
O=C1NC[C@H](CCCCN2CCN(CCC3CCCCC3)C(=O)C2=O)N(CCC2CCCCC2)C1=O | i | 0 | -5 | -0.2 | -8 | -9 | nt | 6 | 10
COc1ccc(OC)c(N(CC(=O)Nc2ccccc2)S(C)(=O)=O)c1 | i | -3 | 8 | -1.1 | -6 | 0 | 0 | 3 | 10
O=C(Nc1ccccc1)NC(Cc1ccc(O)cc1)C(=O)O (configuration not stated) | i | -10 | 14 | 0.4 | 5 | -10 | 2 | 1 | -4
CCOc1ccc2nc(COC(=O)c3ccco3)c(C(C)=O)[n+]([O-])c2c1 | i | -2 | -1 | 1.3 | -6 | -5 | 0 | -1 | -2
CC(C)C(NC(=O)c1ccccc1)C(=O)OCC(=O)N1CCN(c2ccccc2)CC1 (configuration not stated) | i | -5 | 8 | 1.1 | -4 | -3 | -1 | 3 | 10
C=CCOC(=O)N1CCN(c2cccc(C(F)(F)F)c2)CC1 | i | 6 | -13 | -0.4 | -6 | -3 | -1 | 2 | 4
COc1ccc(-c2csc(N(CCCN(C)C)C(=O)c3cccs3)n2)cc1 | i | 1 | -8 | -0.6 | -2 | -2 | -4 | 7 | 0
Cn1c(N)c(C(=O)COC(=O)CCCc2nc3ccccc3s2)c(=O)n(C)c1=O | i | 0 | -9 | 1.0 | 1 | 4 | 5 | 0 | 6
CC(C)(C)C(=O)NC(=S)N1CCOCC1 | i | -9 | 7 | -0.1 | -9 | -3 | 0 | 1 | 12
Cc1ncc(CC(=O)n2cc(C(=O)c3cc(Cl)ccc3O)cn2)s1 | i | -2 | -11 | 0.6 | -1 | -3 | -6 | -3 | -60
Cc1cc(NC(=O)COC(=O)[C@@H](NS(=O)(=O)c2ccc(Br)cc2)C(C)C)no1 | i | 2 | -7 | 1.3 | 6 | -2 | -3 | 1 | 6
CCOc1ccccc1N(CC(=O)Nc1cccc2ccccc12)S(C)(=O)=O | i | 0 | -4 | -0.8 | -9 | -3 | -1 | 3 | 12
COc1cccc(NC(=O)CN2CCN(c3ccccc3F)CC2)c1 | i | -3 | 1 | -0.6 | 8 | -4 | 0 | 0 | -5
CC1(C)CC(=O)C=C(c2ccc(Oc3ccccc3)cc2)C1 | i | 26 | -6 | -0.1 | -3 | -1 | 2 | -1 | 3
CCCCN(C(=O)COc1ccc(C)cc1OC)c1c(N)n(CCC)c(=O)[nH]c1=O | i | -4 | -5 | 1.3 | 1 | -3 | -4 | 2 | 3
Cn1cc(CN2CCN(c3cnccn3)CC2)c(-c2cccc(Cl)c2)n1 | i | 5 | 11 | -0.4 | -8 | -4 | 1 | 0 | 5
COc1ccc(OC)c(/C=N/NC(=O)CCc2ccc(O)c(O)c2)c1 | nt | -9 | 8 | 2.6 | 0 | -6 | -4 | 5 | 8
CCC(=O)Nc1cc2c(cc1C(C)=O)OCCO2 | i | -8 | 3 | 0.2 | -3 | -2 | 0 | 5 | 10
O=C(/C=C\c1ccc2c(c1)OCO2)NC1(C(=O)Nc2ccc3c(c2)OCCO3)CCCCC1 | i | -4 | 6 | 0.9 | -1 | -2 | 0 | 1 | 14
Cc1ccn(C)c(=N)c1 | i | -3 | 19 | -0.1 | -4 | -2 | 1 | -2 | 10
O=C(Nc1ccc(S(=O)(=O)N2CCc3ccccc32)cc1)c1ccco1 | i | 29 | 8 | -0.1 | 4 | -2 | -4 | 0 | -10
CCOCCOC(=O)c1[nH]c2c(c1C)C(=O)CC(c1ccccc1)C2 (configuration not stated) | i | 2 | -11 | 0.3 | -2 | -13 | 2 | 18 | -2
COc1ccc(-c2nnc3c4ccccc4c(C)nn23)cc1 | i | -3 | 13 | 0.5 | 0 | -2 | -3 | 1 | 10
Cc1ccc(Cn2nnc3c(=O)[nH]c(C4CCN(S(=O)(=O)c5cc(C)ccc5C)CC4)nc32)cc1 | i | 2 | -3 | 0.8 | 9 | 4 | -1 | 8 | 20
O=C1OC(c2ccco2)=N/C1=C\c1ccc(-c2cccc(C(F)(F)F)c2)o1 | i | -24 | 5 | 5.6* | 2 | -2 | 1 | -3 | -55
Cc1ccc(S(=O)(=O)NCC23C=CC(O2)C2C(=O)N(c4ccccc4)C(=O)C23)cc1 (configuration not stated) | i | -2 | 4 | -0.6 | -13 | 3 | 3 | 2 | 1
COCCNC(=O)C(c1ccccc1)N(C(=O)Cn1nnc2ccccc21)c1cccnc1 (configuration not stated) | i | -4 | 13 | 0.3 | 5 | -3 | -3 | 3 | 6
CS(=O)(=O)Nc1ccc(C(=O)Nc2ccc(S(=O)(=O)N3CCCC3)cc2)cc1 | i | 0 | 8 | 1.4 | -3 | -3 | 4 | -1 | 4
Cc1ccccc1NC(=O)CSc1nn2c(=O)c(C)nnc2s1 | i | -2 | 4 | 0.8 | -6 | -4 | 2 | 8 | -2
CC(C)Oc1ccc(CCC(=O)NNC(=O)CCC(=O)O)cc1 | i | -5 | -8 | 1.1 | -4 | -3 | -1 | 1 | 4
CCn1c2ccccc2c2cc(NC(=O)CSc3nnc(-c4ccccc4)o3)ccc21 | i | 21 | -5 | -0.6 | 0 | 0 | -4 | 0 | 7
COc1ccccc1-c1cc(C(=O)NCCN2CCOCC2)no1 | i | -7 | -5 | 0.0 | 1 | -4 | 0 | 9 | -11
Cc1cccc(C)c1NC(=O)C1(C)CSCC(=O)N1CCOc1ccccc1 (configuration not stated) | i | nt | -13 | 0.8 | nt | nt | nt | 9 | -4
O=C(c1cccs1)N1C[C@@H](n2cc(-c3ccc(F)cc3)nn2)[C@H](O)C[C@@H]1c1ccccc1 | i | 2 | -5 | -0.8 | -7 | -2 | -1 | 1 | 3
Cc1cc(C)cc(OC(=O)COc2ccccc2C)c1 | i | 18 | 9 | 1.0 | -4 | -1 | 3 | 0 | -3
c1csc(CNc2ccc3c(c2)OCCO3)c1 | i | -4 | 3 | -0.4 | 8 | -6 | -1 | -3 | -5
O=C(C1CCN(C2CCN(Cc3cccc4c3OCO4)CC2)CC1)N1CCOCC1 | i | -2 | -6 | -0.2 | 1 | 1 | 4 | 0 | -7

Following part:
SMILES | Neddylation inh | FAS-TE inh | SKN-1 block | MsrA inh | E coli Lon inh | bovine MsrA act | Rin1 Abl inh | MT1-MMP act inh | CendR NRP1 mod
CCCn1nc(C(=O)N2CCc3ccccc3C2)c2ccccc2c1=O | i | -6 | -24 | 0.4 | -2 | -12 | 1 | 7 | 10
CC(C)(C)NC(=O)CSc1nncn1NCc1ccccc1 | i | -5 | -13 | -0.5 | 0 | 0 | 3 | 3 | 1
Cc1ccc(NC(=S)Nc2cccnc2)c(S(=O)(=O)N2CCCCC2)c1 | i | 0 | -6 | -0.8 | 4 | -6 | 0 | 4 | -7
O=C(N[C@@H](Cc1ccccc1)C(=O)Nc1ccc(F)cc1)C1CCNCC1 | i | -3 | 28 | -1.0 | -6 | -1 | 1 | -2 | 3
NS(=O)(=O)c1ccc(CCNC(=O)c2ccc(CS(=O)(=O)c3ccc(Br)cc3)o2)cc1 | i | 1 | 11 | -0.7 | -1 | 0 | 2 | -1 | -1
CCOc1nc(OCC)c2[nH]c(C(=O)O)c(Br)c2n1 | i | -8 | 4 | -0.1 | -10 | -2 | 1 | -1 | 9
CC(=O)NC(c1cc(Cl)c2ccccc2c1O)C(C)C (configuration not stated) | nt | 1 | 8 | 2.0 | 11 | -1 | 0 | -12 | 18
O=C(OCc1cn([C@H]2C[C@H](c3ccc(Cl)cc3)N(C(=O)C3CCCCC3)C[C@@H]2O)nn1)c1ccccc1 | i | 6 | -20 | 1.9 | -3 | -6 | -1 | 1 | -8
COc1ccc(C(=O)C(OP(=O)(OC)OC)c2ccccc2OC)cc1 (configuration not stated) | i | nt | 6 | 1.5 | nt | nt | nt | -3 | -17
COC(=O)C1=C(c2ccc(OC)cc2)OC(=O)C1(C)C | i | -8 | -6 | -0.5 | -7 | -10 | -1 | -7 | 13
CC(C)(C)NC(=O)C[C@H]1C[C@H](C(=O)N2CCOCC2)[C@@]2(C)c3[nH]c4cc(-c5ccco5)ccc4c3CCN2C1=O | nt | 1 | -5 | nt | -5 | 0 | -2 | 0 | -22
O=c1[nH]c(=S)[nH]nc1Cc1ccc(Cl)c(Cl)c1 | i | 5 | -8 | -0.3 | 0 | 1 | 3 | -1 | 7
COc1ccc(Cl)cc1C(=O)Nn1cnc2ccccc2c1=O | i | -5 | 0 | 0.4 | 0 | -4 | 6 | 5 | 2
Cc1ccc(OCc2nc(-c3ccccc3)no2)cc1 | i | 23 | 7 | -1.1 | -2 | -4 | -1 | 1 | 9
N#CCCNCC1(c2ccccc2)CCCC1 | i | -8 | -5 | -0.5 | -11 | -3 | -1 | 19 | -8
O=C(NCCO)/C(=C\c1ccc([N+](=O)[O-])o1)NC(=O)c1ccccc1 | i | -1 | -8 | 3.2 | 1 | -11 | -1 | -2 | 2
COc1ccc(CCNc2ncnc3c2c(C)c(C)n3CCCN(C)C)cc1OC | i | -7 | -5 | -0.2 | -4 | -1 | -2 | 1 | 5
Cc1cc2[nH]ncc2cc1NC(N)=S | i | -3 | 6 | -1.1 | 5 | 1 | -2 | -3 | 7
